Bcl-W Bim block: disrupts Bim peptide binding to human Bcl-W; Q92843; bead-based flow cytometry; inhibition, % at 10 µM; actives 0.02% (n = 190,000);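 also: 0% = bound tracer without compound and 100% = peptide blocker; higher means less fluorescent Bim peptide bound to Bcl-W beads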
Target sequence (Q92843 whole entry, looked up): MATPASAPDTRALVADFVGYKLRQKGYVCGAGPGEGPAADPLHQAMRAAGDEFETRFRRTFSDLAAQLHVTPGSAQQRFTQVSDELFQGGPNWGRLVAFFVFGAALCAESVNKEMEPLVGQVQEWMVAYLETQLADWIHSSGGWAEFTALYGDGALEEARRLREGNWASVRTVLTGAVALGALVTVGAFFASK
Mcl1 Bid PPI: disrupts binding of human Mcl-1 to Bid peptide; inhibition, % at 21.7 µM; actives 0.97% (n = 220,000); Q07820; TR-FRET Mcl-1/Bid-Dy647 peptide binding, 1536-well;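 active = compounds that cut the binding signal by more than half at the single screening dose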;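 also: His-tagged Mcl-1 with europium anti-His antibody binding Bid BH3 peptide; 0% = Mcl-1 plus peptide wells and 100% = peptide-only wells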
Target sequence (Q07820 whole entry, looked up): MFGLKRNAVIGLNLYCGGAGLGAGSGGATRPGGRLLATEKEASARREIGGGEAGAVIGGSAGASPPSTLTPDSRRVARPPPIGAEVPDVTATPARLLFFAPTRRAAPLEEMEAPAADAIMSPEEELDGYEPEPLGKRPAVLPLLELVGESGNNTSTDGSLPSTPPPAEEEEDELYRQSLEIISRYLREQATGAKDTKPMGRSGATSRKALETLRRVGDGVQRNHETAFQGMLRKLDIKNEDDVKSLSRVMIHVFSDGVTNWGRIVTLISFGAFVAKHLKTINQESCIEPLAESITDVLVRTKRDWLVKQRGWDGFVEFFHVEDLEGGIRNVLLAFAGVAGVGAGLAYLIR
Bcl-2 Bim block: disrupts Bim peptide binding to human Bcl-2. P10415. Bead-based flow cytometry, Bim peptide-Bcl-2 binding. inhibition, % at 10 µM. actives 0.06% (n = 190,000); in the data active = inhibition above about 40%; inconclusive = no clear call, values can overlap the other calls;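 also: 0% = no compound wells with probe peptide and 100% = reference peptide inhibitor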
Target sequence (P10415 whole entry, looked up): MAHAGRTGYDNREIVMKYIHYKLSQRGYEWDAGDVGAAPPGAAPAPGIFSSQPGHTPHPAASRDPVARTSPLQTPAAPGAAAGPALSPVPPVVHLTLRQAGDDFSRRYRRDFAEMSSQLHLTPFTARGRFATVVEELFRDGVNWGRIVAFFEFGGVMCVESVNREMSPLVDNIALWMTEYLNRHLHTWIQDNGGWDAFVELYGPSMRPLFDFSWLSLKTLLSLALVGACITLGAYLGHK
RGS4-Gao reg: modulates binding of RGS4 to human Galphao; P09471; Multiplexed bead flow cytometry; actives lie on both sides; binding response (% of control), % at 10 µM; actives 0.33% (n = 220,000); AID 1415; in the data active = binding response below about 49% or above about 150%; inactive = in between;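 also: fluorescent Galphao activated with aluminum fluoride binding bead-coupled RGS4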
Bim-Mcl-1: human Bim-Mcl-1 interaction inhibition | Bead-based flow cytometry, Bim peptide-Mcl-1 binding | inhibition, % at 10 µM | actives 0.1% (n = 190,000);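 also: 0% = no compound tracer wells and 100% = peptide blocker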
Mcl1 Noxa PPI: disrupts binding of human Mcl-1 to Noxa peptide; Q07820; TR-FRET Mcl-1/Noxa peptide binding, 2 h; inhibition, % at 21.7 µM; actives 1.5% (n = 220,000); AID 1022;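 active = compounds that cut the protein-peptide binding signal by more than 50% relative to plate controls in a single-dose test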;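 also: His-tagged Mcl-1 with rhodamine Noxa BH3 peptide and terbium anti-His antibody; 0% = Mcl-1 plus Noxa peptide wells and 100% = peptide-only wells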
Bcl-XL Bim block: inhibitors of Bim-Bcl-XL interaction, human | Q07817 | Bim peptide-Bcl-XL binding, bead flow cytometry, fluorescence | inhibition, % at 10 µM | actives 0.04% (n = 190,000) | AID 1007
Bim-Bfl-1: inhibitors of Bim-Bfl-1 interaction, human; Q16548; Bead-based flow cytometry, Bim-Bfl-1 binding inhibition; inhibition, % at 10 µM; actives 0.12% (n = 190,000); AID 1008;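 also: 0% = wells without compound plus tracer and 100% = blocker peptide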
RGS7-Gao reg: regulators of human RGS7-Galphao interaction. Multiplexed bead flow cytometry, RGS7-Galphao binding; actives lie on both sides. binding response (% of control), % at 10 µM. actives 0.35% (n = 220,000). P09471; in the data active = binding response below about 49% or above about 150%; inconclusive = no clear call, values can overlap the other calls; inactive = in between;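 also: fluorescent Galphao held in activated GDP-AlF4 state binding bead-coupled RGS7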
RGS8-Gao reg: regulators of human RGS8-Galphao interaction. P09471. multiplexed bead flow cytometry, RGS8-Galphao binding; actives lie on both sides. response (percent of control binding), % at 10 µM. actives 0.34% (n = 220,000); in the data active = response below about 60% or above about 140%; inactive = in between;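 also: Galphao activated as the GDP aluminium fluoride complex binding bead-coupled RGS8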
Bim-Bcl-B: inhibitors of Bim-Bcl-B interaction, human. inhibition, % at 10 µM. AID 951. bead-based flow cytometry, Bim peptide-Bcl-B binding. actives 0.073% (n = 190,000);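 also: 0% = tracer peptide without compound and 100% = reference inhibitor peptide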
Target sequence (Q9HD36 whole entry, looked up): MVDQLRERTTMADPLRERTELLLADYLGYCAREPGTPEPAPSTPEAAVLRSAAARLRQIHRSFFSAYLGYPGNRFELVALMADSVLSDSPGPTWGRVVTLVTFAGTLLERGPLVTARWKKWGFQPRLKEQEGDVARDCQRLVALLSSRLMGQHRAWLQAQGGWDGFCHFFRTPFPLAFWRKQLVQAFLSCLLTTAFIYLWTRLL
The depositor's hits bear a star; ? = inconclusive; · = no result given. Rule as the data show it, unless noted: active = inhibition above about 40%. Not a hit list, and some 2.7% of all compounds hit somewhere here.

#	SMILES	Bcl-W Bim block	Mcl1 Bid PPI	Bcl-2 Bim block	RGS4-Gao reg	Bim-Mcl-1	Mcl1 Noxa PPI
1	CCOCCc1c(O)nc(SCCOc2ccc(C)c(C)c2)[nH]c1=O	-6	-19	-10	101	-4	14
2	Cc1ccccc1N1C(N)=NC(N)=NC1(C)C	-1	2	-4	104	0	11
3	Cc1ccccc1OCc1nnc(SCC(=O)N2c3ccccc3Sc3ccc(Cl)cc32)o1	-1	-9	1	98	-1	-10
4	COc1ccc(-c2cc(C(=O)Nc3ccccc3N3CCOCC3)c3ccccc3n2)cc1OC	0	-1	0	98	-2	3
5	CCOC(=O)C=C(C(=O)OCC)C(=O)OCC	-6	-25	0	94	-4	37
6	COC(=O)C1=C(CN2CCN(C)CC2)NC(=O)NC1c1cc(C)ccc1C (centres undefined)	-3	-16	-12	106	-5	5
7	Cc1c(C(Nc2ccccn2)c2ccccc2)c(=O)n(-c2ccccc2)n1C (centres undefined)	-3	-3	-3	98	-5	5
8	COC(=O)c1cn(Cc2cccnc2)c(=O)c2ccccc12	0	-7	-4	95	0	7
9	NC(=O)C1(N2CCCCC2)CCN(C2CC(=O)N(Cc3ccc(N4CCCC4=O)cc3)C2=O)CC1 (centres undefined)	0	-2	-9	99	-2	9
10	CCOC(=O)c1cnc(SCc2nc(N)nc(Nc3ccc(F)cc3)n2)nc1N	0	-11	-9	101	-2	3
11	CCC(C)c1ccc(NC(=O)C2CCN(c3ncccn3)CC2)cc1 (centres undefined)	-2	-1	0	99	0	-15
12	CCCCc1ccc(CC2S/C(=C(\C#N)C(=O)N3CCOCC3)N(c3ccccc3)C2=O)cc1 (centres undefined)	-1	-9	-9	104	0	14
13	O=C(CCN1C(=O)c2ccccc2C1=O)NCCCn1ccnc1	0	-13	-1	104	0	24
14	Cc1ccccc1N1CC(C(=O)Nc2nnc(SCC(=O)Nc3nccs3)s2)CC1=O (centres undefined)	-2	-30	0	96	-2	22
15	COc1cccc(NC(=O)CC(C)=O)c1	-1	-34	-3	92	0	19

#	Bcl-XL Bim block	Bim-Bfl-1	RGS7-Gao reg	RGS8-Gao reg	Bim-Bcl-B
1	-10	-14	100	102	-5
2	3	-4	108	104	-5
3	-3	0	97	98	0
4	-4	-2	105	98	-4
5	-6	-13	93	90	-5
6	-10	-12	106	105	-9
7	-4	-2	98	99	-5
8	-1	-4	?	97	-2
9	3	-14	93	98	-11
10	-11	-12	100	100	-10
11	-3	1	92	103	-2
12	-4	-11	99	101	-11
13	-4	-2	108	103	-2
14	-5	2	95	99	-5
15	-1	-1	97	98	-3

Following part
#	SMILES	Bcl-W Bim block	Mcl1 Bid PPI	Bcl-2 Bim block	RGS4-Gao reg	Bim-Mcl-1	Mcl1 Noxa PPI
16	CCn1c(SCC(=O)Nc2cccc(F)c2)nnc1-c1cc2cc(Br)ccc2o1	0	-45	-8	100	-5	-17
17	CCC(CC)NC(=O)c1ccc2c(c1)OCCO2	2	-9	-5	97	1	4
18	COCC(=O)Nc1ccc(C(N)=O)cc1	·	-14	?	101	·	-2
19	CC(C)(C)n1nc2c(c1NC(=O)Cc1ccccc1)CS(=O)(=O)C2	3	-9	3	78	0	14
20	C=CCc1ccccc1OCCCCN1CCCC1	0	26	1	108	2	3
21	Cn1ncc(C(=O)Nc2ccc(Cl)cc2)c1C(F)(F)F	·	-8	·	100	·	-6
22	O=C(NCc1csc2ccccc12)Nc1cc(Cl)cc(Cl)c1	·	-34	·	105	·	12
23	O=[N+]([O-])c1ccc(O)c2cccnc12	-1	-38	0	101	-1	25
24	CN(C)c1ccc(/C=N/Nc2ccc(-n3ccnc3)nn2)cc1	2	30	-7	92	-3	49
25	O=C(NCC1([N+](=O)[O-])CN(C(=O)c2ccccc2)CN(C(=O)c2ccccc2)C1)c1ccccc1	0	-23	0	100	-1	-14
26	Cc1ccc(C(O)(COC(=O)C(C)C)COC(=O)C(C)C)c(O)c1	1	-10	-1	92	-2	5
27	CCOCCCN1C(=O)CN(C2CCCCC2)C(=O)C1c1ccc(OCC)c(OC)c1 (centres undefined)	0	9	0	105	1	-3
28	Cc1ccsc1/C=N/NC(=O)c1ccco1	-2	8	-22	90	0	7
29	O=C1CCc2cc(S(=O)(=O)NCCC(=O)N3CCN(c4cccc(Cl)c4)CC3)ccc2N1	-2	-13	-12	97	-5	13
30	O=C(Nc1nnc(CSCc2ccc(F)cc2)s1)c1cccc([N+](=O)[O-])c1	-5	-2	-7	104	-8	13

#	Bcl-XL Bim block	Bim-Bfl-1	RGS7-Gao reg	RGS8-Gao reg	Bim-Bcl-B
16	7	-13	97	100	-5
17	0	-9	96	100	-4
18	·	·	101	104	·
19	-1	-1	93	94	-1
20	1	-1	104	107	0
21	·	·	?	101	·
22	·	·	?	101	·
23	-1	-3	98	99	-6
24	-5	-8	100	98	-10
25	-1	-5	100	104	-4
26	0	-2	91	96	0
27	-2	0	100	101	-1
28	0	-23	85	97	-4
29	-10	-18	98	98	-7
30	-8	-9	104	104	-5

(listing goes on)
#	SMILES	Bcl-W Bim block	Mcl1 Bid PPI	Bcl-2 Bim block	RGS4-Gao reg	Bim-Mcl-1	Mcl1 Noxa PPI
31	O=C1C2C(C(=O)N1Cc1ccco1)C1C=CC2C12CC2 (centres undefined)	2	-19	-8	94	-1	7
32	CCn1c(SCC(=O)NC2CCCc3ccccc32)nnc1-c1ccncc1 (centres undefined)	-5	-5	-1	103	-5	21
33	COc1ccc(-n2cc(C(=O)Nc3cc([N+](=O)[O-])ccc3OC)c3ccccc3c2=O)cc1	0	-9	1	104	2	-14
34	Cc1ccc(NS(=O)(=O)c2ccccc2[N+](=O)[O-])cc1C	-1	-12	-6	104	-1	-19
35	Cn1c(C(O)c2ccc(Cl)cc2)nc(Cl)c1Cl (centres undefined)	-1	1	-9	99	0	14
36	C=CCNC(=O)c1cccc(NS(=O)(=O)c2ccc(Cl)cc2)c1	-2	-36	-3	103	-4	-2
37	O=C(O)Cc1sc(Nc2ccc(F)cc2)nc1-c1cccs1	-1	-3	1	96	-3	53*
38	O=C(c1cc2ccccc2oc1=O)N1CCOCC1	·	-19	·	93	·	8
39	CCOc1ccc2[nH]cc(S(=O)(=O)c3ccc(C)cc3)c(=O)c2c1	-3	-5	0	97	-2	16
40	O=C(CNC(=O)c1ccc(-c2ccccc2)cc1)Nc1ccc(S(=O)(=O)Nc2ncccn2)cc1	·	-6	·	111	·	3
41	COc1ccc(N(CC(=O)Nc2nc3ccc(C)cc3s2)S(=O)(=O)c2c(C)nn(C)c2C)cc1	-1	-8	-12	104	-2	1
42	Nc1nnc(SCC(=O)Nc2ccc3c(c2)OCCO3)s1	0	-3	-13	105	0	-6
43	CCCCC(c1nnnn1Cc1ccco1)N1CCN(c2nc3ccccc3s2)CC1 (centres undefined)	0	-25	0	113	-2	11

#	Bcl-XL Bim block	Bim-Bfl-1	RGS7-Gao reg	RGS8-Gao reg	Bim-Bcl-B
31	-2	-6	94	97	-3
32	-4	-1	99	103	-5
33	0	1	107	112	0
34	-6	-9	103	105	-5
35	2	-15	99	101	-9
36	-3	-4	102	102	-5
37	-2	9	100	92	-4
38	·	·	?	92	·
39	-1	2	?	101	1
40	·	·	?	105	·
41	-6	-13	102	101	-12
42	-3	-15	106	103	-9
43	-1	0	106	104	0

Some of the entries so far, bar-delimited.
cpd | SMILES | Bcl-W Bim block | Mcl1 Bid PPI | Bcl-2 Bim block | RGS4-Gao reg | Bim-Mcl-1 | Mcl1 Noxa PPI | Bcl-XL Bim block | Bim-Bfl-1 | RGS7-Gao reg | RGS8-Gao reg | Bim-Bcl-B
30 | O=C(Nc1nnc(CSCc2ccc(F)cc2)s1)c1cccc([N+](=O)[O-])c1 | -5 | -2 | -7 | 104 | -8 | 13 | -8 | -9 | 104 | 104 | -5
31 | O=C1C2C(C(=O)N1Cc1ccco1)C1C=CC2C12CC2 (centres undefined) | 2 | -19 | -8 | 94 | -1 | 7 | -2 | -6 | 94 | 97 | -3
32 | CCn1c(SCC(=O)NC2CCCc3ccccc32)nnc1-c1ccncc1 (centres undefined) | -5 | -5 | -1 | 103 | -5 | 21 | -4 | -1 | 99 | 103 | -5
33 | COc1ccc(-n2cc(C(=O)Nc3cc([N+](=O)[O-])ccc3OC)c3ccccc3c2=O)cc1 | 0 | -9 | 1 | 104 | 2 | -14 | 0 | 1 | 107 | 112 | 0
34 | Cc1ccc(NS(=O)(=O)c2ccccc2[N+](=O)[O-])cc1C | -1 | -12 | -6 | 104 | -1 | -19 | -6 | -9 | 103 | 105 | -5
35 | Cn1c(C(O)c2ccc(Cl)cc2)nc(Cl)c1Cl (centres undefined) | -1 | 1 | -9 | 99 | 0 | 14 | 2 | -15 | 99 | 101 | -9
36 | C=CCNC(=O)c1cccc(NS(=O)(=O)c2ccc(Cl)cc2)c1 | -2 | -36 | -3 | 103 | -4 | -2 | -3 | -4 | 102 | 102 | -5
37 | O=C(O)Cc1sc(Nc2ccc(F)cc2)nc1-c1cccs1 | -1 | -3 | 1 | 96 | -3 | 53* | -2 | 9 | 100 | 92 | -4
38 | O=C(c1cc2ccccc2oc1=O)N1CCOCC1 | · | -19 | · | 93 | · | 8 | · | · | ? | 92 | ·
39 | CCOc1ccc2[nH]cc(S(=O)(=O)c3ccc(C)cc3)c(=O)c2c1 | -3 | -5 | 0 | 97 | -2 | 16 | -1 | 2 | ? | 101 | 1
40 | O=C(CNC(=O)c1ccc(-c2ccccc2)cc1)Nc1ccc(S(=O)(=O)Nc2ncccn2)cc1 | · | -6 | · | 111 | · | 3 | · | · | ? | 105 | ·
41 | COc1ccc(N(CC(=O)Nc2nc3ccc(C)cc3s2)S(=O)(=O)c2c(C)nn(C)c2C)cc1 | -1 | -8 | -12 | 104 | -2 | 1 | -6 | -13 | 102 | 101 | -12
42 | Nc1nnc(SCC(=O)Nc2ccc3c(c2)OCCO3)s1 | 0 | -3 | -13 | 105 | 0 | -6 | -3 | -15 | 106 | 103 | -9
43 | CCCCC(c1nnnn1Cc1ccco1)N1CCN(c2nc3ccccc3s2)CC1 (centres undefined) | 0 | -25 | 0 | 113 | -2 | 11 | -1 | 0 | 106 | 104 | 0

Compound activity: PubChem BioAssay, several laboratories
